# Compound activity: PubChem, National Center for Advancing Translational Sciences (NCATS)
# NPSR antag: neuropeptide S receptor (human) antagonism, cAMP; actives 1% (n = 220,000); CHO-NPSR cells, cAMP TR-FRET, antagonist mode; AID 1461; Potency, µM (highest dose often 38.3 µM), for inactives: at the highest dose activity change, negative = inhibition, actives largely listed as inhibitors; Q6W5P4; note: potency is the fitted concentration of half-maximal effect; % is set by controls: 0 for no effect and ±100 for the full control effect; nearly all actives have a fitted effect of over 50% in size; many of its hits are not listed in these tables
# Target sequence (Q6W5P4 whole entry, looked up): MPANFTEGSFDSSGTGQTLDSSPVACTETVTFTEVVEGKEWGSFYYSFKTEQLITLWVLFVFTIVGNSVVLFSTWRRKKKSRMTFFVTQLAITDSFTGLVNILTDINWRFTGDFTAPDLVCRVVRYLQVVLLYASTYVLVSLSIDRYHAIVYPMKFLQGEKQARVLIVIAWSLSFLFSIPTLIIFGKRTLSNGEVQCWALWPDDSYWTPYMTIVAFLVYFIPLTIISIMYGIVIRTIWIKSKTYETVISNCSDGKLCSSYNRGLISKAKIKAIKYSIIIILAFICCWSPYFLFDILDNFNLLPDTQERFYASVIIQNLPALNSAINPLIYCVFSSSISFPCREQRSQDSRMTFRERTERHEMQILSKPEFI
# Tau fibril FP: blocks human tau fibril formation measured by polarization; P10636; K18 P301L tau heparin fibrillization, Alexa594 FP, 6 h; Potency, µM (series often up to 57.7 µM), without a hit: top-dose activity, negative = inhibition, most hits filed as inhibitors; actives 0.39% (n = 280,000); note: potency is the fitted concentration of half-maximal effect; % is set by controls: 0 for no effect and ±100 for the full control effect; nearly all actives have a fitted effect of over 55% in size
# Target sequence (P10636 561-689 P618L limits assumed): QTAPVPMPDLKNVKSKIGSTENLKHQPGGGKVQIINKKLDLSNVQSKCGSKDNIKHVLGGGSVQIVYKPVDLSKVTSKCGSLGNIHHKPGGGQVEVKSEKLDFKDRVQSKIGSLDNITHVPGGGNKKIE
#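 Recombinant K18 P301L […], labeled with Alexa 594 at 0.24 uM over 15 uM unlabeled; heparin inducer 20 uM final; 37 C, 6 hr; FP endpoint.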
# Epigenetic reg: regulators of epigenetic silencing causing reporter derepression in mouse cells; murine LDR cells, GFP reporter derepression, 30 h; Potency, µM (highest dose often 53.9 µM), without a hit: at the top dose GFP activation, most hits filed as activators; actives 0.2% (n = 280,000); note: potency is the fitted concentration of half-maximal effect; % of control where 0% means no effect; nearly all actives have a fitted effect of over 60% in size
#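 GFP-positive cell count by laser-scanning cytometry (objects 20–120 um) after 30 h, 37 C compound exposure of murine LDR cells; reporter is CMV-GFP integrated at a silenced locus, inducible by HDAC or DNMT inhibitors.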
# CBFb-RUNX1 inh: inhibitors of human CBF-beta and RUNX1 interaction. Potency, µM (doses to about 59.8 µM), for inactives: at the top dose activity, negative = inhibition, hits mostly inhibitors. AID 1477. AlphaScreen CBFb-His/RUNX1-biotin binding, biochemical. Q01196+Q13951. 230,000 tested, under 10 active; note: % of control where 0% means no effect
#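 Bead-based AlphaScreen assay; binding partners His-tagged CBF-beta and biotinylated RUNX1 at 30 nM each. Compound exposure 15 min after a 20-min protein preincubation; bead step 90 min; all steps at room temperature.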
# Tau fluor cs: counter-screen for tau fibril formation inhibitors; AID 1463; tau K18 P301L (four-repeat tau fragment) Alexa594 fluorescence, heparin fibrillization; actives 0.93% (n = 280,000); Potency, µM (doses to about 57.7 µM), for the others: at the highest dose activity change, negative = decrease; note: potency is the fitted concentration of half-maximal effect; % is set by controls: 0 for no effect and ±100 for the full control effect; nearly all actives have a fitted effect of over 55% in size
#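 Human K18 P301L tau (15 uM unlabeled plus 0.24 uM Alexa 594-labeled, final) in 100 mM sodium acetate pH 7 was mixed with compound and 20 uM heparin and incubated 6 hr at 37 C.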
# TexasRed fluor: Texas Red fluorescence interference in TRb-SRC2 counter-screen. TRb/SRC2 Texas Red total fluorescence interference. Potency, µM (highest dose often 106 µM), inactives show at the highest dose fluorescence change, negative = quenching. actives 0.29% (n = 280,000). AID 1479; active = well fitted curve in either direction with a large enough effect; inconclusive = small, poorly fitted or top-dose-only effect; note: potency is the fitted concentration of half-maximal effect; % is set by controls: 0 for no effect and ±100 for the full control effect
#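 Flags fluorescent or light-absorbing compounds by total fluorescence, S + 2P, at 555 nm excitation and 632 nm emission. Mixture: 20 nM Texas Red SRC2 peptide, 0.6 uM human TRb LBD, 1 uM T3, 5% DMSO; compound exposure 5 h at ambient temperature.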
# TRb SRC2 PPI: disrupts binding of human TR beta to SRC2; TRbeta-SRC2 peptide binding, fluorescence polarization; receptor liganded with 1 µM T3; Potency, µM (titrated, usually from 106 µM), for the others: at the highest dose activity change, negative = inhibition, actives largely listed as inhibitors; actives 0.065% (n = 280,000);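 note: potency is the fitted concentration of half-maximal effect; plate controls were bound peptide for no effect and peptide without receptor for full effect; nearly all actives have a fitted effect of over 50% in size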
#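 TRb LBD 0.6 uM + Texas Red SRC2 peptide 20 nM, 1 uM T3, Tris buffer w/ 5% DMSO; compound pinned, 5 h RT; FP read ex 555/em 632; normalized to unbound and bound controls.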
# aGal spleen mod: alpha-galactosidase A (human) modulation; P06280; human spleen homogenate, 4MU-alpha-Gal fluorescence, 40 min; Potency, µM (doses to about 80 µM), for inactives: at the highest dose activity change, negative = inhibition, hits mostly inhibitors; actives 0.008% (n = 240,000); AID 2107;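 note: potency is the fitted concentration of half-maximal effect; 0% = enzyme with vehicle and -100% = no enzyme basal signal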
# Target sequence (P06280 32-429 limits assumed): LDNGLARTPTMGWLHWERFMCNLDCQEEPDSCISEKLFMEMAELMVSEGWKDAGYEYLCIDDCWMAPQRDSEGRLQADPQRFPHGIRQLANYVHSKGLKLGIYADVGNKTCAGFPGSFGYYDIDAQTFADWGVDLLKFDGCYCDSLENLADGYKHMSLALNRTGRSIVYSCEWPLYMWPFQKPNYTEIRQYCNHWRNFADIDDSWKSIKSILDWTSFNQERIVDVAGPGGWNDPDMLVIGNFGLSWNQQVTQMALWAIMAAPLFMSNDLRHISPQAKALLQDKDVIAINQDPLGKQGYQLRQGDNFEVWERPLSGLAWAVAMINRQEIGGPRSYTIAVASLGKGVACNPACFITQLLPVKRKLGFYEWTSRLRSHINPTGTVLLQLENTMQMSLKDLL
#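 Human spleen homogenate (1 ug) as enzyme source, 4-methylumbelliferyl-alpha-D-galactopyranoside 1 mM final, citrate/phosphate pH 5.0 with 0.01% Tween-20. Compounds 40 min at 37C, NaOH/glycine stop; fluorescence Ex 365/Em 440, Hill-fit AC50.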
# Numbers without * were called inactive; ? = inconclusive; nt = no result given; & = joins results of further samples; [ ] = dose if it differs, or a comment. Unless noted, calls come from the whole dose curve; as a rule, active = well fitted curve in the direction sought with a large enough effect; inconclusive = small, poorly fitted or top-dose-only effect, or another doubt; inactive = no such curve, though single readings can be large; an effect the other way counts as inactive or inconclusive. This is a subset; rates above refer to the full screens.
[1] CCCCN(C)CCCNC(=O)C1CCN(S(=O)(=O)CCC)CC1
[2] COc1ccccc1N1CCN(C2C(=O)c3ccccc3N2C(C)=O)CC1 (stereo not given)
[3] CC(=O)Nc1ncc(Cc2cc(Cl)ccc2Cl)s1
[4] CCSc1nc2sc3c(c2c(=O)n1CC)CC(C)(C)OC3
[5] CCOc1ccc(/C(O)=C2/C(=O)C(=O)N(CCN(CC)CC)C2c2cccs2)cc1 (stereo not given)
assay / compound | 1 | 2 | 3 | 4 | 5
NPSR antag | nt | nt | 26% | -12%[46.1 µM] | -9%
Tau fibril FP | -4% | 1% | ? | 2% | -11%
Epigenetic reg | -1.2% | -3.9% | 3.1% | 0.0% | 0.0%
CBFb-RUNX1 inh | nt | nt | -6% | 6% | 4%
Tau fluor cs | -8% | -11% | -19% | -14% | -5%
TexasRed fluor | -2% | 0% | -2%[53 µM] | -2% | -3%
TRb SRC2 PPI | 4% | -5% | 7%[53 µM] | -3% | -8%
aGal spleen mod | nt | nt | -1% | 0% | -2%

[6] CC12c3ccccc3C(c3ccccc31)C1C(=O)N(c3ccncc3)C(=O)C12 (stereo not given)
[7] CC1(C)OC2C[C@](O)(C(N)=O)C[C@H](O)[C@H]2O1 (stereo not given in full)
[8] CN1CCN(C(=O)c2cc3c(ccc4ccccc43)oc2=O)CC1
[9] COc1ccc2nc(Nc3nc(-c4ccncc4)cs3)sc2c1
[10] CCOc1ccc(N=Nc2c(N)[nH][nH]c2=O)cc1
assay / compound | 6 | 7 | 8 | 9 | 10
NPSR antag | -9% | nt | 1%[46.1 µM] | 1% | -33%
Tau fibril FP | 3% | -6% | 2% | ? | 12%
Epigenetic reg | -1.2% | 2.7% | -7.6% | 1.5% | -1.0%
CBFb-RUNX1 inh | -1% | 12% | 6% | -3% | 1%
Tau fluor cs | -2% | -19% | 0% | 18µM*[quencher] | 11%
TexasRed fluor | 0% | 0% | 1% | -1% | 0%
TRb SRC2 PPI | 0% | -3% | 9% | -2% | -3%
aGal spleen mod | 1% | -2% | ? | 6% | -4%

[11] CCc1ccccc1NC(=O)CC(c1ccc(OC)cc1)n1cccc1 (stereo not given)
[12] CCC1CN(C(=O)Nc2cc(Cl)c(OC)cc2OC)c2ccccc2O1 (stereo not given)
[13] CCOC(=O)C1=C(CC)OC(N)=C(C#N)C1c1ccc(F)cc1F (stereo not given)
[14] CCOC(=O)c1c(C(F)(F)F)nc2ncccn12
[15] COc1ccc(/C=N/OCC(=O)Nc2nc3ccccc3s2)cc1OC
assay / compound | 11 | 12 | 13 | 14 | 15
NPSR antag | ? | nt | -13% | -3%[46.1 µM] | 6%
Tau fibril FP | 0% | 3% | 1% | 3% | 6%
Epigenetic reg | 1.0% | 2.2% | 3.3% | 1.0% | -1.8%
CBFb-RUNX1 inh | -10% | nt | -3% | 1% | 4%
Tau fluor cs | -18% | -9% | -7% | -4% | 13%
TexasRed fluor | 10% | -16% | -3% | 3% | -1%
TRb SRC2 PPI | 8% | -1% | -3% | 2% | 1%
aGal spleen mod | -8% | nt | 6% | -1% | -4%

[16] COc1ccc(C(=O)N/C(=C\c2cccc3ccccc23)C(=O)NCCc2c[nH]c3ccccc23)cc1OC
[17] CCOC(=O)C1CCN(C(=O)Nc2ccc3c(c2)nc(C)n3C)CC1
[18] Cc1cc(C(=O)CSc2nc(N)cc(N)n2)c(C)n1-c1cccc(F)c1
[19] CN(C)/C=N/C(=S)Nc1ccccc1
[20] Cc1ccc(S(=O)(=O)NCC(=O)OC(C(=O)c2ccccc2)c2ccccc2)cc1 (stereo not given)
assay / compound | 16 | 17 | 18 | 19 | 20
NPSR antag | -22%[46.1 µM] | -6%[46.1 µM] | 14% | 8% | -20%[46.1 µM]
Tau fibril FP | 11% | -7% | -17% | 2% | 4%
Epigenetic reg | 2.1% | -1.1% | -1.3% | -0.8%[10.1 µM] | -2.3%
CBFb-RUNX1 inh | -3% | -2% | -26% | 4% | 0%
Tau fluor cs | ? | -7% | -21% | 5% | -11%
TexasRed fluor | nt | -4% | 1% | 0% | -3%
TRb SRC2 PPI | nt | -12% | -4% | 2% | -1%
aGal spleen mod | -4% | 18% | 5% | 5% | 10%

[21] O=C(CSc1nnnn1-c1ccc(F)cc1)NCc1cccs1
[22] COc1ccc(Nc2nc(N)nc(CSc3nnc(N)s3)n2)cc1
[23] CCC/C(O)=C1\C(=O)CCCC1=NCCc1ccc(OCC)c(OCC)c1
[24] C=CCNC(=S)N1CCC(C(=O)c2ccc(OC)cc2)CC1
[25] O=C(O)C1C2C=CC(C2)C1C(=O)OCC1CCCO1 (stereo not given)
assay / compound | 21 | 22 | 23 | 24 | 25
NPSR antag | 3% | 11%[46.1 µM] | -21% | -7%[46.1 µM] | 1%[46.1 µM]
Tau fibril FP | 6% | 1% | 5% | 0% | 1%
Epigenetic reg | -4.2% | 0.0% | 0.9% | -0.9% | -1.1%
CBFb-RUNX1 inh | 5% | -3% | 4% | 3% | -1%
Tau fluor cs | 6% | -10% | -2% | -3% | -4%
TexasRed fluor | 0% | -1% | -5% | -1% | -3%
TRb SRC2 PPI | 6% | 5% | 2% | -13% | -8%
aGal spleen mod | 8% | -4% | 5% | -3% | 10%

[26] Cc1ccc(OCc2ccc(C(=O)NN)o2)c([N+](=O)[O-])c1
[27] CCSc1nc2sc3c(c2c(=O)[nH]1)CC(C)(CC)OC3 (stereo not given)
[28] Cc1ccc(C)c(S(=O)(=O)Nc2ccc3scnc3c2)c1
[29] COc1cccc(-c2nc(SCC(=O)NCC3CCCO3)c(-c3ccc(Cl)cc3)[nH]2)c1 (stereo not given)
[30] O=C(O)/C=C/C(=O)N1CCN(S(=O)(=O)c2cccc(C(F)(F)F)c2)CC1
assay / compound | 26 | 27 | 28 | 29 | 30
NPSR antag | 57% | -2%[46.1 µM] | ? | nt | 10%
Tau fibril FP | -7% | -4% | -3% | 9% | -2%
Epigenetic reg | 0.1% | 0.1% | -1.0% | 0.4% | -2.5%
CBFb-RUNX1 inh | -6% | 3% | -18% | nt | 5%
Tau fluor cs | -19% | 3% | -5% | 13µM*[quencher] | 2%
TexasRed fluor | -1% | -1% | 1% | -3% | 1%
TRb SRC2 PPI | 2% | -2% | -22% | -4% | -3%
aGal spleen mod | -5% | 1% | 7% | nt | 10%

# Part of the list above, as labelled records.
(20) Cc1ccc(S(=O)(=O)NCC(=O)OC(C(=O)c2ccccc2)c2ccccc2)cc1 (stereo not given)
- NPSR antag: -20%[46.1 µM]
- Tau fibril FP: 4%
- Epigenetic reg: -2.3%
- CBFb-RUNX1 inh: 0%
- Tau fluor cs: -11%
- TexasRed fluor: -3%
- TRb SRC2 PPI: -1%
- aGal spleen mod: 10%

(21) O=C(CSc1nnnn1-c1ccc(F)cc1)NCc1cccs1
- NPSR antag: 3%
- Tau fibril FP: 6%
- Epigenetic reg: -4.2%
- CBFb-RUNX1 inh: 5%
- Tau fluor cs: 6%
- TexasRed fluor: 0%
- TRb SRC2 PPI: 6%
- aGal spleen mod: 8%

(22) COc1ccc(Nc2nc(N)nc(CSc3nnc(N)s3)n2)cc1
- NPSR antag: 11%[46.1 µM]
- Tau fibril FP: 1%
- Epigenetic reg: 0.0%
- CBFb-RUNX1 inh: -3%
- Tau fluor cs: -10%
- TexasRed fluor: -1%
- TRb SRC2 PPI: 5%
- aGal spleen mod: -4%

(23) CCC/C(O)=C1\C(=O)CCCC1=NCCc1ccc(OCC)c(OCC)c1
- NPSR antag: -21%
- Tau fibril FP: 5%
- Epigenetic reg: 0.9%
- CBFb-RUNX1 inh: 4%
- Tau fluor cs: -2%
- TexasRed fluor: -5%
- TRb SRC2 PPI: 2%
- aGal spleen mod: 5%

# (listing goes on)
[31] CCOC(=O)c1cccc(NC(=O)c2cc(S(=O)(=O)N3CCCC3)cn2C)c1
[32] COc1ccc(C(=O)NC(=S)Nc2ccccc2N2CCN(S(C)(=O)=O)CC2)cc1OC
[33] CCCCCC/C(C=O)=C\c1ccccc1
[34] CN(c1ccccc1)c1nc(N)c([N+](=O)[O-])c(NCc2ccco2)n1
[35] CCOC(=O)C1CCCN(C2CC(=O)N(c3ccc(N4C(=O)CC(N5CCCC(C(=O)OCC)C5)C4=O)cc3)C2=O)C1 (stereo not given)
assay / compound | 31 | 32 | 33 | 34 | 35
NPSR antag | nt | -34%[46.1 µM] | nt | -5% | 23%
Tau fibril FP | -3% | 3% | nt | -4% | 3%
Epigenetic reg | 0.0% | 0.0% | nt | 0.0% | -1.2%
CBFb-RUNX1 inh | nt | -14% | 6%[21.7 µM] | 1% | 5%
Tau fluor cs | 2% | -26% | nt | -11% | 3%
TexasRed fluor | -16% | -3% | -1% | -3%[53 µM] | 1%
TRb SRC2 PPI | -2% | -1% | -4% | 8%[53 µM] | 3%
aGal spleen mod | nt | -8% | 4% | 12% | 2%

[36] COCCCN(C(=O)Nc1ccccc1)C(C)c1ccncc1 (stereo not given)
[37] CCOC(=O)Nc1cccc(Cl)c1C
[38] Cc1ccc(NC(=O)C2CCCN2S(=O)(=O)c2ccc3c(c2)n(C)c(=O)c(=O)n3C)cc1C (stereo not given)
[39] COc1ccc(N2CCN(Cc3nc4c(c(=O)[nH]c(=O)n4C)n3Cc3ccc(C)cc3)CC2)cc1
[40] O=C(NCCC(c1ccccc1)c1ccco1)c1cccs1 (stereo not given)
[41] CC1(CN2CCC(n3c(=O)[nH]c4ccccc43)CC2)OCc2ccccc2-n2cccc21 (stereo not given)
assay / compound | 36 | 37 | 38 | 39 | 40 | 41
NPSR antag | -2%[46.1 µM] | 4%[46.1 µM] | -4% | nt | -34% | nt
Tau fibril FP | -4% | 6% | 6%&-7% | -1% | -3% | 6%
Epigenetic reg | 0.0% | -1.1% | 4.3%&3.1% | -3.4% | -4.1% | -2.1%
CBFb-RUNX1 inh | 5% | -3% | 5%[2.36 µM] | nt | 10% | -2%
Tau fluor cs | -1% | -3% | -9%&-16% | -18% | -13% | -18%
TexasRed fluor | -4% | 1% | -2%&-2% | 0% | 0% | 1%
TRb SRC2 PPI | 0% | -1% | -7%&3% | -17% | 3% | 1%
aGal spleen mod | 1% | 3% | 0% | nt | -8% | 1%
